High-throughput results as filed in PubChem.
FBW7 act: activators of human E3 ligase FBW7. normalized activity (activation), % at 26.1 µM. actives 0.13% (n = 650,000). Q969H0. AlphaScreen FBW7–phospho-cyclin E peptide binding, activator screen; in the data active = normalized activity above about 1.9%;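 also: purified mutant Fbw7 with reduced substrate affinity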
Target sequence (Q969H0 whole entry, looked up): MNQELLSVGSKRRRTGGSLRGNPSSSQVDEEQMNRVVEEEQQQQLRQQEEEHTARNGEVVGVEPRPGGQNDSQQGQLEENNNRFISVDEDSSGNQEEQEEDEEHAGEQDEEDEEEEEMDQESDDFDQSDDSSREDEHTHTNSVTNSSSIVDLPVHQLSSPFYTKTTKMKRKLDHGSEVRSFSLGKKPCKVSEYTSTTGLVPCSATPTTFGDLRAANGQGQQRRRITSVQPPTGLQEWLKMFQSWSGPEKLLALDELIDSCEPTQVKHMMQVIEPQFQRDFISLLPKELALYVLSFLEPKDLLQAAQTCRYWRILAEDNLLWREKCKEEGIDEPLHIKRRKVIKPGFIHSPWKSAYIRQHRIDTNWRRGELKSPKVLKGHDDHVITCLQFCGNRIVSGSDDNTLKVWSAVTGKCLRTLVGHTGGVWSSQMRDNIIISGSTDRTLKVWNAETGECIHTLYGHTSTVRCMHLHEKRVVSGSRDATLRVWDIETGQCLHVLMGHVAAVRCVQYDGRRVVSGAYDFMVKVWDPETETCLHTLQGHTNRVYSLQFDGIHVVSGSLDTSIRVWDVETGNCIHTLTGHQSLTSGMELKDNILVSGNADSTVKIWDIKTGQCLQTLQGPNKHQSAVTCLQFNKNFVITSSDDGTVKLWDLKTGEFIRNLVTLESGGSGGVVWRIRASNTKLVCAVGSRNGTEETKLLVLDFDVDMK
GPR151 ag: human GPR151 activation; actives 1% (n = 650,000); Q8TDV0; PathHunter beta-arrestin GPR151 cells, luminescence; activation, % at 11.2 µM; in the data active = activation above about 4.9%;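 also: 0% = median of compound wells and 100% = cells with positive control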
Target sequence (Q8TDV0 whole entry, looked up): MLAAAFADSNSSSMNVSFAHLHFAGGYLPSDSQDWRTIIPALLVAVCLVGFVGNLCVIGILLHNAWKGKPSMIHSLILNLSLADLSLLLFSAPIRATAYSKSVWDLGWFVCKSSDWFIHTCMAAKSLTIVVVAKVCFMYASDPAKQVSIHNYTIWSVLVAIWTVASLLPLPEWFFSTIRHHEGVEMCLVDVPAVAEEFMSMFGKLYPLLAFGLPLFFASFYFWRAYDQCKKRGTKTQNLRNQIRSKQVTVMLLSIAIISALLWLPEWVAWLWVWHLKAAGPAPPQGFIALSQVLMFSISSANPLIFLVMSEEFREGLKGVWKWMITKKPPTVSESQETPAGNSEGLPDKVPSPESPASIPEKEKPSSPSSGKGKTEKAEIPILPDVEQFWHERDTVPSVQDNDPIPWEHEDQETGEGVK
MITF primary: inhibitors of human MITF. O75030. AlphaScreen MITF homodimerization, bead proximity signal. inhibition, % at 2.6 µM. actives 0.91% (n = 650,000); in the data active = inhibition above about 50%;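 also: 0% = vehicle wells with protein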
TEAD-YAP block: TEAD-YAP interaction inhibition; HEK-TIYL cells, TEAD-Gal4/YAP UAS-luciferase luminescence; inhibition, % at 9.12 µM; actives 1.4% (n = 640,000); AID 1259422; in the data active = inhibition above about 32%;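 also: 0% = median of test compound wells and 100% = reference inhibitor wells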
Numbers without * were called inactive. An unsorted share of the library; 3.4% or so of the library scored in one or more.

The line under a structure holds: FBW7 act	TEAD-YAP block	GPR151 ag	MITF primary
1) O=C(CN(CCc1ccccc1)S(=O)(=O)c1ccc(Br)cc1)N1CCCCCC1
→ 0.0	8	1.5	3
2) CCCCOc1ccc(C(=O)Nc2cccc(-c3nc4ccccc4o3)c2)cc1
→ 0.2	-3	0.3	-7
3) COc1ccc(S(=O)(=O)NC(N)=NCCc2ccc(OC)c(OC)c2)cc1
→ -0.1	-3	0.6	8
4) NC(=O)c1ccc(NC(=O)CSc2nnc(C(F)(F)F)n2N)cc1
→ 0.0	2	3.3	-4
5) O=C(NS(=O)(=O)c1ccccc1)N1CCC(Oc2ccc(-c3ccsc3)cc2)CC1
→ 0.2	-9	-0.4	13
6) COCCn1nnnc1C(c1ccc(F)cc1)N1CCc2ccccc2C1 (stereo unspecified)
→ 0.1	-3	-1.1	10
7) CCCNS(=O)(=O)c1ccc(NC(=O)C2CC3C=CC2C3)cc1 (stereo unspecified)
→ 0.0	-18	0.5	4
8) COc1ccc(/C=C2\SC(=Nc3ccccc3)NC2=O)cc1
→ -0.2	-9	0.5	-5
9) Cc1cc(NS(=O)(=O)c2ccc(NC(=O)C3CCCO3)cc2)nc(C)n1 (stereo unspecified)
→ -0.1	-3	-0.4	1
10) CC(=O)N(C)c1ccc(NC(=O)COc2ccc(C)cc2Br)cc1
→ -0.1	9	0.7	3

Further records follow:
The line under a structure holds: FBW7 act	TEAD-YAP block	GPR151 ag	MITF primary
11) O=C(O)C1C2C=CC(C2)C1C(=O)Nc1ccc(Oc2ccccc2)cc1 (stereo unspecified)
→ -0.1	3	-0.9	-1
12) CCN(CC(=O)Nc1ccc(NC(C)=O)cc1)CC(=O)Nc1ccc(F)c(Cl)c1
→ -0.1	-6	0.3	18
13) COc1ccc(OCCCC(=O)Nc2c(C)cccc2C)cc1
→ -0.2	2	0.0	5
14) c1coc(-c2nn3c(C4COc5ccccc5O4)nnc3s2)c1 (stereo unspecified)
→ -0.4	-43	1.0	7
15) COc1cccc(C(=O)Nc2nnc(/C=C/c3ccccc3)s2)c1
→ 0.0	7	-0.6	13
16) Cc1ccc(S(=O)(=O)Nc2ccc(Br)c3cccnc23)cc1
→ -0.2	31	-2.5	-9
17) Cc1ccc(N2CCN(C(=O)NCc3noc4ccccc34)CC2C)cc1 (stereo unspecified)
→ 0.1	2	-1.8	-11
18) CC(C)OCC(O)Cn1c(N/N=C/C=C/c2ccccc2)nc2c1c(=O)[nH]c(=O)n2C (stereo unspecified)
→ -0.3	17	-0.8	6
19) O=C(CN1C(=O)C(=O)N(Cc2ccccc2)C1=O)Nc1ccc(F)c(Cl)c1
→ -0.1	-1	0.1	0
20) CS(=O)(=O)N(Cc1ccccc1)c1ccc(C(=O)NC2CC2)cc1
→ 0.0	1	-0.9	-3

Going on with the list:
The line under a structure holds: FBW7 act	TEAD-YAP block	GPR151 ag	MITF primary
21) COc1cccc(C(=O)NCc2n[nH]c(=S)n2-c2cccc(C)c2)c1
→ 0.0	3	0.9	9
22) CCOc1c(I)cc(/C=C2\C(=O)NC(=O)N(C)C2=O)cc1OC
→ -0.3	4	2.4	7
23) CCOC(=O)C(C(=O)OCC)C(c1ccccc1)c1c[nH]c2ccccc12 (stereo unspecified)
→ 0.1	3	0.0	1
24) Cc1ccc2nc(/C(C#N)=C/c3cc(Br)c(O)c(Br)c3)[nH]c2c1
→ 0.1	3	0.3	2
25) NNC(=O)c1ccc(Cl)c(S(=O)(=O)Nc2ccccc2Cl)c1
→ 0.4	-13	0.6	0
26) O=C(NC1CCCCC1N1C(=O)CSC1=O)c1ccccc1F (stereo unspecified)
→ -0.1	-10	0.0	-2
27) CCOC(=O)C1=C(C)N(CCOC)C(=O)/C1=C\c1cccc(Br)c1
→ -0.1	-1	1.7	-11
28) Cn1nc(C(=O)NNC(=O)COc2ccc(-c3ccccc3)cc2)c2ccccc2c1=O
→ 0.0	1	0.7	-9
29) CCCN(CCC)c1ccc(/C=N/NC(=O)c2ccco2)cc1
→ -0.1	-37	0.4	11
30) COc1ccccc1C(=O)Nc1ccc(C#N)cc1
→ -0.1	-8	1.3	10

3 neighbouring compounds from above, for reference:
The line under a structure holds: FBW7 act	TEAD-YAP block	GPR151 ag	MITF primary
28) Cn1nc(C(=O)NNC(=O)COc2ccc(-c3ccccc3)cc2)c2ccccc2c1=O
→ 0.0	1	0.7	-9
29) CCCN(CCC)c1ccc(/C=N/NC(=O)c2ccco2)cc1
→ -0.1	-37	0.4	11
30) COc1ccccc1C(=O)Nc1ccc(C#N)cc1
→ -0.1	-8	1.3	10

Full records as entered above. Order of screens: FBW7 act, TEAD-YAP block, GPR151 ag, MITF primary
Entry for O=C(NC1CCCCC1N1C(=O)CSC1=O)c1ccccc1F (stereo unspecified) = -0.1, -10, 0.0, -2
Entry for Cn1nc(C(=O)NNC(=O)COc2ccc(-c3ccccc3)cc2)c2ccccc2c1=O = 0.0, 1, 0.7, -9

Going on with the list:
The line under a structure holds: FBW7 act	TEAD-YAP block	GPR151 ag	MITF primary
31) CCS(=O)(=O)c1ccc2c(c1)N(S(=O)(=O)c1ccc(C)cc1)CC(C(=O)O)O2 (stereo unspecified)
→ 0.6	2	0.2	-1
32) CCCCn1c(=S)[nH]c2ccccc2c1=O
→ 0.0	-1	0.9	21
33) CSc1ccc(C2C(C(=O)Nc3ccc(Cl)cc3)=C(C)Nc3ncnn32)cc1 (stereo unspecified)
→ 0.1	2	1.2	-11
34) COCC(=O)Nc1ccc([N+](=O)[O-])cc1OC
→ -0.1	0	1.3	8
35) CCS(=O)(=O)c1ccc2c(c1)N(Cc1ccc(C(F)(F)F)nc1)C(=O)C(F)(F)O2
→ -0.1	0	-0.2	-2
36) CC1=C(C(=O)Nc2ccccn2)C(c2ccc(OCc3ccccc3)cc2)NC(=S)N1 (stereo unspecified)
→ 0.0	1	-0.2	3
37) O=C(CSc1nc2ccc(N3CCOCC3)cc2c(=O)n1Cc1ccccc1)c1ccc(Br)cc1
→ 0.0	1	-1.0	8
38) Nc1c(C(=O)NCC2CCCO2)nnn1-c1cccc(C(F)(F)F)c1 (stereo unspecified)
→ -0.1	0	0.0	6
39) COCCn1nnnc1C(C(C)C)N1CCN(c2ccc(F)cc2)CC1 (stereo unspecified)
→ -0.1	5	0.4	4
40) O=C(Nc1c(F)cccc1F)c1ccccc1I
→ 0.0	7	0.0	4

The list continues:
The line under a structure holds: FBW7 act	TEAD-YAP block	GPR151 ag	MITF primary
41) CCn1c(=O)c2sccc2n2c(CCCC(=O)N3CCN(c4ccccc4)CC3)nnc12
→ 0.1	-5	-1.0	15
42) COCc1nnc(NC(=O)c2ccccc2[N+](=O)[O-])s1
→ -0.1	2	4.1	6
43) CC(C)(C)c1ncn(-c2ccc(Nc3nccc(-c4cc(F)nc(F)c4)n3)cc2)n1
→ -0.1	-4	-0.7	-13
44) CCN(C(=O)c1c([N+](=O)[O-])cnn1C)c1ccccc1
→ 0.1	6	-0.9	17
45) COCCCn1c(=C(C#N)C#N)s/c(=C/c2ccncc2)c1=O
→ -0.3	3	0.6	-1
46) COc1cc(/C=N/NC(=O)c2ccc(NC(=O)c3ccccc3Cl)cc2)ccc1O
→ 0.0	0	0.3	2
47) Nc1ccc(-n2nc(C(F)(F)F)cc2C(F)(F)F)cc1
→ 0.2	10	-1.1	-7
48) Cc1ccc(NC(=O)CC2(C(=O)O)CCCC2)cc1
→ -0.1	-3	-0.2	-4
49) COc1cc(/C=N/NC(=O)C(=O)NCc2cccnc2)cc(OC)c1OC
→ -0.3	-6	0.7	-14
50) O=C(NCc1ccco1)/C(=C\c1cccc(Br)c1)NC(=O)c1ccco1
→ -0.1	8	1.9	-3

Following part.
The line under a structure holds: FBW7 act	TEAD-YAP block	GPR151 ag	MITF primary
51) CCOc1ccc(S(=O)(=O)c2c[nH]c3ccc(F)cc3c2=O)cc1
→ 0.1	4	-0.7	-5
52) CC(C)OCC(O)CN1CCN(CCN2C(=O)c3cccc4cccc(c34)C2=O)CC1 (stereo unspecified)
→ -0.1	5	1.1	-2
53) Cc1nc2c(c(=O)[nH]1)CN(C(=O)Cn1cnc3ccccc31)CC2
→ -0.1	-4	0.2	12
54) COc1ccc(S(=O)(=O)N(CC(=O)NC(C)(C)C)c2ccc(C)cc2)cc1
→ 0.0	16	-0.5	-2
55) COc1cccc(C(=O)Nc2ccc(C(=O)O)cc2)c1
→ 0.0	1	-7.9	1
56) CC(C)c1nccn1CCC(=O)N1CCC2(CC1)NC(=O)c1cccnc1N2C
→ 0.0	2	1.3	12
57) CCC1CCCCN1C(=O)CCc1nnc(CCc2ccc(OC)cc2)o1 (stereo unspecified)
→ 0.0	-36	-2.2	2
58) O=C(O)C1CCC(Cn2c(SCc3cc(=O)n4cc(Cl)ccc4n3)nc3ccsc3c2=O)CC1 (stereo unspecified)
→ -0.1	-7	0.8	-7
59) COc1cccc(NC(=O)CNC(=O)c2cccs2)c1
→ -0.1	-33	-0.2	-4
60) Cn1c(SCc2ccc(F)cc2)nnc1-c1c[nH]c2ccccc12
→ 0.7	6	0.8	4

Carrying on.
The line under a structure holds: FBW7 act	TEAD-YAP block	GPR151 ag	MITF primary
61) O=C1C2CC=C(Cl)CC2C(=O)N1CC1OCCc2ccccc21 (stereo unspecified)
→ -0.1	-10	0.1	1
62) COc1ccc(Br)cc1/C=N/NC(=O)CSc1ccccn1
→ 1.1	1	7.0*	10
63) O=C(CCN1C(=O)/C(=C\c2ccco2)SC1=S)Nc1ccccc1O
→ 0.0	10	-0.9	6
64) CNC(=O)c1ccc(NS(=O)(=O)c2sc(C(=O)OC)c(C)c2C(=O)OC)cc1
→ 0.0	-4	0.5	-5
65) Cc1ccc(-c2c3c(nc4ncnn24)-c2ccccc2C3=O)cc1
→ 0.5	2	0.6	7
66) CCCC(=O)Nc1nnc(SCC(N)=O)s1
→ -0.1	-2	1.2	0
67) COC1CCCN(C(=O)CCc2nnc(CCc3ccccc3)o2)C1 (stereo unspecified)
→ 0.0	-37	-1.4	0
68) CC(=O)Nc1ccc(NC(=O)c2cnc(N3CCN(Cc4ccc5c(c4)OCO5)CC3)s2)cc1
→ 0.2	42*	-0.8	8
69) Cc1cccc(NC(=O)CN(c2cccc([N+](=O)[O-])c2)S(C)(=O)=O)c1C
→ -0.1	-1	-0.9	-3
70) CCOc1ccc(NC(=O)CC2C(=O)N(c3ccccc3)C(=O)N2Cc2ccccn2)cc1 (stereo unspecified)
→ -0.1	-6	3.1	13

Fetched one by one from above (three):
The line under a structure holds: FBW7 act	TEAD-YAP block	GPR151 ag	MITF primary
68) CC(=O)Nc1ccc(NC(=O)c2cnc(N3CCN(Cc4ccc5c(c4)OCO5)CC3)s2)cc1
→ 0.2	42*	-0.8	8
67) COC1CCCN(C(=O)CCc2nnc(CCc3ccccc3)o2)C1 (stereo unspecified)
→ 0.0	-37	-1.4	0
62) COc1ccc(Br)cc1/C=N/NC(=O)CSc1ccccn1
→ 1.1	1	7.0*	10

Carrying on:
The line under a structure holds: FBW7 act	TEAD-YAP block	GPR151 ag	MITF primary
71) COc1cccc(NC2=NS(=O)(=O)c3cc([N+](=O)[O-])ccc32)c1
→ -0.1	-2	1.2	-4
72) COC(=O)/C=C(\C)NC(=O)c1ccc(F)cc1
→ -0.1	-1	-0.3	-7
73) CCCc1cc(=O)[nH]c(SCC(=O)N(C)CC(=O)Nc2ccccc2CC)n1
→ -0.3	-2	3.5	-1
74) CC(C)CNS(=O)(=O)c1ccc(S(=O)(=O)n2cnc3ccccc32)cc1
→ 0.1	-6	0.2	11
75) COC(=O)c1c(OCCCc2ccccc2)cc(=O)n2c1CCN(CCC(C)C)CC2
→ 0.0	-6	0.1	-3
76) O=C(Nc1cc(Cl)cc(Cl)c1)C1C2C=CC3(O2)C1C(=O)N(CC1COc2ccccc2O1)C3C(=O)NC1CCCCC1 (stereo unspecified)
→ -0.1	-4	1.3	-7
77) C/C(Cl)=C/Cn1c(NCCc2ccccc2)nc2c1c(=O)n(C)c(=O)n2C
→ -0.2	6	0.3	-1
78) Cc1cc(SCC(=O)O)n2nc(C)c(-c3ccc(Cl)cc3)c2n1
→ 0.2	22	-1.3	16
79) CCOc1ccccc1/C=N\NC(=O)c1ccco1
→ -0.4	-42	-0.5	70*
80) COc1cc(/C=C2\SC(=S)N(C(C)C)C2=O)ccc1O
→ -0.1	-2	-0.7	15

Remaining list, next part:
The line under a structure holds: FBW7 act	TEAD-YAP block	GPR151 ag	MITF primary
81) O=C(O)CNC(=S)Nc1ccccc1
→ -0.1	-22	1.2	12
82) CC(=O)C1=C(O)C(=O)N(CC#N)C1c1cccnc1 (stereo unspecified)
→ 0.8	-20	0.9	-3
83) Cc1cc(C)n2nc(N)nc2n1
→ 0.0	3	0.4	8
84) COC(=O)c1c(CN2CCN(C)CC2)n(C)c2cc(Br)c(OC)cc12
→ 0.1	4	1.0	7
85) Cc1cc(C2C(C#N)=C(N)N(c3cccc(Br)c3)C3=C2C(=O)CCC3)c(C)s1 (stereo unspecified)
→ 0.0	-18	-0.9	-13
86) COc1cccc(NC(=O)COc2ccc(C(C)C)cc2)c1
→ 0.6	-40	-0.5	4
87) CCN1CCN(Cc2ccc(NC(=O)Nc3ccccc3C)cc2)CC1
→ 0.2	-27	3.7	5
88) CCCCn1nnnc1SCC(=O)NC1CCCCC1
→ 0.0	-5	0.0	3
89) CC1CN(C(=O)CCc2ccccc2)C(C)CN1C(=O)CCc1ccccc1 (stereo unspecified)
→ -0.1	-8	1.4	2
90) CCOC(=O)c1sc(NC(=O)c2ccc(Cl)cc2[N+](=O)[O-])nc1C
→ 0.0	-2	-0.8	-1
91) C=CCNC(=O)c1cccc([N+](=O)[O-])c1C
→ -0.1	-5	-2.1	13
92) Cc1cnnn1-c1ccc(C(=O)CCl)cc1
→ -0.2	10	0.6	-4
